Source: PubChem BioAssay
UBC13 polyUb: UBC13 polyubiquitin chain formation inhibitors, primary screen, biochemical, TR-FRET, uHTS; 330,000 tested, 0.47% active; inhibition, % at 20 µM; in the data active = inhibition above about 45%, passing the limit was not always enough; inconclusive = no clear call, values can overlap the other calls
Target sequence (P61088 whole entry, looked up): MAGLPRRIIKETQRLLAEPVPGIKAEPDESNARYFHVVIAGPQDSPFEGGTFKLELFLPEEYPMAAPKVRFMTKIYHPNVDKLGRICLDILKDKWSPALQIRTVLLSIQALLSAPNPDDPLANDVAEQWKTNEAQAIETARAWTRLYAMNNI
SENP8 block-1: human SENP8 protease inhibitors, primary screen, biochemical, fluorescence, Nedd8 protein substrate, uHTS; recombinant SENP8; inhibition, % at 20 µM; 360,000 tested, 0.64% active; AID 602440, 2012; in the data active = inhibition mostly above about 40%, no sharp cut-off; inactive = mostly below about 27%
Target sequence (Q96LD8 whole entry, looked up): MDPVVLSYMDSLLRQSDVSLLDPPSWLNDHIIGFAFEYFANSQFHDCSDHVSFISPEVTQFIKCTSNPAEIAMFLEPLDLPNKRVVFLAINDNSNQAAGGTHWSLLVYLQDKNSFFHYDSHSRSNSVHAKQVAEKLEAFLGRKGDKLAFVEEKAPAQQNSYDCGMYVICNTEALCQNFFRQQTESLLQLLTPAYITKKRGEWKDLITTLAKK
Apaf1 inhib: inhibitors of human Apaf-1 apoptosome, primary screen, biochemical, DEVD-Rh110 fluorescence, uHTS. reconstituted apoptosome caspase-3 activity. inhibition, % at 20 µM. 330,000 tested, 0.71% active. AID 489030, 2010; active = inhibition of at least 40% at 20 µM;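 also: plate controls were DMSO wells for no effect and DEVD-CHO caspase inhibitor wells for full effect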
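Material: reconstituted apoptosome with Apaf-1, cytochrome c, caspase-9, procaspase-3, dATP; medium: pH 7.5 Hepes buffer with CHAPS, BSA, DTT; also added: cytochrome c and DEVD-Rh110 substrate; timing: 30 min plus 50 min, RT; signal: Rh110 fluorescence intensity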
SENP8 block-2: SENP8 protease inhibitors, primary screen, biochemical, luminescence; inhibition, % at 10 µM; 330,000 tested, 1.2% active; purified SENP8, Z-RLRGG-aminoluciferin cleavage; Sentrin-specific protease 8 (Homo sapiens), Q96LD8; AID 2540, 2010; in the data active = inhibition above about 50%
A3G deaminase: APOBEC3G DNA deaminase inhibitors, primary screen, biochemical, fluorescence, single-stranded DNA substrate, uHTS. 330,000 tested, 0.28% active. recombinant A3G, ssDNA deamination FAM/TAMRA fluorescence. inhibition, % at 20 µM. DNA dC->dU-editing enzyme APOBEC-3G (Homo sapiens), Q9HC16. AID 493012, 2011;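 active = inhibition of at least 40% at 20 µM, with no more than 30% in the related APOBEC3A deaminase screen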;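 also: plate controls were DMSO wells with A3G for no effect and wells lacking A3G enzyme for full effect; some compounds called inactive have numbers as strong as hits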
Target sequence (Q9HC16 whole entry, looked up): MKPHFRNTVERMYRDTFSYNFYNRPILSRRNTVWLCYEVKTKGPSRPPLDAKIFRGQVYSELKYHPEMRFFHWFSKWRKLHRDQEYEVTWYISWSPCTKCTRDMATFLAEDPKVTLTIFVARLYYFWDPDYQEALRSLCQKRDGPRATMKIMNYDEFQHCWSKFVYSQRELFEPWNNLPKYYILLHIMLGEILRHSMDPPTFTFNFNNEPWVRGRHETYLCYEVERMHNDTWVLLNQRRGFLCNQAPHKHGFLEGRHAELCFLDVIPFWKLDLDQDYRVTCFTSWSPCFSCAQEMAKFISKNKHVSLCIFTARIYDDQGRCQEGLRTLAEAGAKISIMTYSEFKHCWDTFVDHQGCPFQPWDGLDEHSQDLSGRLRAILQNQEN
SENP6 inh: SENP6 protease inhibitors, primary screen, biochemical, luminescence, uHTS | Sentrin-specific protease 6 (Homo sapiens), Q9GZR1 | 330,000 tested, 1.8% active | Recombinant SENP6 catalytic domain, aminoluciferin luminescence | inhibition, % at 10 µM;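 active = inhibition above about 50% at the single tested dose, limit read from the data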;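 also: plate controls were DMSO wells with enzyme for no effect and DMSO wells lacking enzyme for full effect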
SENP7 inh: SENP7 protease inhibitors, primary screen, biochemical, luminescence, uHTS; recombinant SENP7, Z-RLRGG-aminoluciferin luminescence, 40 min; Sentrin-specific protease 7 (Homo sapiens), Q9BQF6; 330,000 tested, 1.5% active; inhibition, % at 5 µM;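 active = inhibition above about 50% at the single test dose, limit read from the data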;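 also: plate controls were DMSO with enzyme for no effect and no enzyme buffer wells for full effect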
SENP1 FRET inh: human SENP1 catalytic domain inhibitors, primary screen, biochemical, FRET, uHTS; Sentrin-specific protease 1 (Homo sapiens), Q9P0U3; recombinant SENP1 catalytic domain, CyPet-SUMO1-YPet FRET cleavage; inhibition, % at 10 µM; 360,000 tested, 0.21% active; AID 624204, 2012;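 active = inhibition at least 30% at 10 µM, raw YFP signal under a set limit, fluorescence ratio 0.5 to 1.5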;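 also: 0% = enzyme with DMSO and 100% = no enzyme wells; some results filed as inactive read as strong as hits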
Target sequence (Q9P0U3 419-644 limits assumed): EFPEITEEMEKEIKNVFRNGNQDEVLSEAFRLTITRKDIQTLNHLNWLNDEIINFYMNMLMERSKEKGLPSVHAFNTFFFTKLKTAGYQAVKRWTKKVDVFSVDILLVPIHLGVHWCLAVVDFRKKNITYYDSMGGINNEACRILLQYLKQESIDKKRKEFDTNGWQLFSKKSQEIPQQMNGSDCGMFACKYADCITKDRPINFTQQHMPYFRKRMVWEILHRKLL
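Compound: 10 µM single point, 0.5% DMSO; Test system: hSENP1 catalytic domain, recombinant; Timing: 50 min reaction at room temperature; Technique: FRET, CFP and YFP emission; Control set: no-enzyme wells low, DMSO-plus-enzyme wells high control.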
* = called active by the depositor; ? = inconclusive; / = no result given.

canonical_smiles	A3G deaminase	SENP7 inh	SENP1 FRET inh	UBC13 polyUb	SENP8 block-2	SENP6 inh	Apaf1 inhib	SENP8 block-1
CC(NC(=O)CN1C(=O)NC2(CCc3ccccc32)C1=O)c1ccc2c(c1)OCCO2 (configuration not stated)	-7	-5	1	-1	-5	-7	8	6
O=[N+]([O-])c1ccc(-c2c(-c3ccccc3)ncc3ccc(F)cc23)cc1	-2	12	3	5	9	8	18	17
CCC1CCCCN1CCN1C(=O)C2C(C(=O)Nc3ccc(OC)cc3)C3C=CC2(O3)C1C(=O)NC1CCCCC1 (configuration not stated)	1	0	-1	1	6	2	-5	14
Cc1ccc(CN(Cc2cc3cccc(C)c3[nH]c2=O)C(=O)N(C)C)cc1	-1	-7	2	1	-1	-9	14	-46
CCNS(=O)(=O)c1ccc(NS(=O)(=O)c2cc(C)ccc2C)cc1	-5	5	3	-2	7	-13	-9	28
COc1ccc2[nH]c(-c3ccc(C)cc3)cc(=O)c2c1	11	73*	0	13	77*	81*	5	-477
O=C(Nc1nc(=O)[nH]s1)c1ccccc1	-6	2	0	0	-2	-11	4	12
CCC1CCCCN1CCCNC(=O)c1ccc2c(c1)c(C)c(C)n2CC (configuration not stated)	-3	3	-9	18	2	-2	8	-18
CCOC(=O)c1sc(=S)n(CC)c1N	-9	6	2	1	7	-19	-14	36
O=C(CCCn1c(=O)oc2ccccc21)N1CCc2ccccc2C1	-7	0	0	-16	-7	-3	23	48*
Cc1cc(NC(=S)N(CCCN2CCN(C)CC2)Cc2ccco2)ccc1Cl	-5	-4	-1	-1	-3	-12	7	10
CC(=O)Nc1ccc(OS(=O)(=O)c2ccccc2C)cc1	-17	4	3	0	-10	-32	-6	2
CCOC(=O)c1oc2nc3c(cc2c1N)CCCC3	-6	1	-12	0	3	-7	-5	-435
Cn1cc(Br)c(C(=O)NC2CCCCC2)n1	-7	2	3	6	-9	-6	-1	22
Cc1cccc(/C=N/NC(=O)c2ccccc2OCc2cccc(Br)c2)n1	-7	-7	-17	-2	-7	-27	26	11
Cc1cc(N2CCOCC2)nc2ccc(Cl)cc12	-2	10	1	11	-3	7	6	-305
COc1ccccc1N1CCN(C(=O)c2sc3nc(-c4ccc(F)cc4)cn3c2C)CC1	-4	-21	0	5	-14	-18	34	11
O=C(CN1C(=O)C2CC=CCC2C1=O)NC1CCCCC1 (configuration not stated)	1	-5	3	6	9	21	-6	14
CN(Cc1ccccc1)C(=O)COc1cccnc1[N+](=O)[O-]	-8	-6	0	7	1	12	0	10
NC1=NC(=O)C(Cc2cccc(Cl)c2Cl)S1 (configuration not stated)	-4	-4	5	-4	-5	-10	-19	3
O=C(CSc1ccc(-c2nc3ccccc3[nH]2)cn1)Nc1ccc(S(=O)(=O)N2CCCC2)cc1	-4	12	-1	1	8	34	-4	-386
Cc1ccccc1CN1CCC(CNC(=O)Nc2ccc(F)cc2F)CC1	-5	1	1	7	-3	-22	2	26
Cc1cccc(N2CCN(C(=S)NCCc3ccccc3)CC2)c1C	-6	2	4	8	-6	4	-6	10
CCOC(=O)C1C(c2ccccc2)C(C(=O)OCC)C1c1ccccc1 (configuration not stated)	-3	5	-2	9	7	-45	-3	14
CC(C)[C@H](NC(N)=O)C(=O)NCCc1ccc(Cl)cc1Cl	1	0	1	-2	5	-17	-15	0
CC(C)Oc1ccc(S(=O)(=O)N2CCOCC2)cc1NC(=O)CCCSc1ccccc1	-7	-2	2	-3	2	-3	21	14
Oc1ccc(/C=C/c2nc(-c3ccccc3O)n(-c3ccccc3)n2)cc1	-1	-5	-2	12	-5	16	15	-60
Cn1c(CSCc2ccc(F)cc2)nnc1SCC(=O)N1CCN(c2ccccc2)CC1	19	12	0	-5	-3	-6	22	12
Cc1sc(N)c(C(=O)c2ccccc2Cl)c1C	0	3	2	-4	-15	2	3	16
CCC1CCCCN1CCCNC(=O)c1c(O)nc2cc(C)ccn2c1=O (configuration not stated)	-7	-7	-1	4	-15	-4	5	-166
COc1cc(-c2csc(C)n2)ccc1O	-4	-4	0	-8	-6	-14	1	29
O=C(Nc1cccc(-c2ccc(N3CCOCC3)nn2)c1)c1ccc(Cl)cc1	-12	29	2	-1	-13	-2	12	-9
COc1ccc(F)cc1S(=O)(=O)N1CCC2(CC1)OCCN2S(=O)(=O)c1cccs1	-6	0	1	2	-5	-6	7	7
N#CC(CC(=O)c1ccc(F)cc1)c1ccc2c(c1)OCO2 (configuration not stated)	-3	-6	-1	8	2	5	11	10
Cc1cccc(C(=O)N2CCN(Cc3nc4sc5c(c4c(=O)[nH]3)CCCC5)CC2)c1	-12	1	-2	12	1	9	11	1
COc1ccccc1NC(=O)CN1CCC(c2nc3ccccc3[nH]2)CC1	-6	-9	2	1	-8	-13	12	16
O=C(Nc1ccc2oc(-c3ccncc3)nc2c1)c1ccccc1	-6	6	-1	12	-1	-6	-3	-455
CCOC(=O)N1CCN(S(=O)(=O)c2ccc(C(=O)NNc3nc4ccc(Cl)cc4s3)cc2)CC1	-7	7	20	-50	-5	15	12	-15
COc1ccc(NC(=O)CCOc2ccccc2)c(OC)c1	-4	3	-4	8	2	-4	-2	12
Cc1cccc(C)c1NS(=O)(=O)c1c(C)[nH]c(=O)[nH]c1=O	-5	1	1	2	-6	-13	-5	19
CC(C)NC(=O)C1CCN(S(=O)(=O)c2ccc(N3CCCC3=O)cc2)CC1	-1	10	2	-1	-13	-7	-332	-1
CS(=O)(=O)c1ccc(-c2nnc(NC(=O)c3cccc(N4C(=O)CCC4=O)c3)o2)cc1	-3	-6	1	-2	12	5	-3	-55
O=C1CC(N2CCN(c3ccccc3F)CC2)C(=O)N1c1ccc(F)cc1 (configuration not stated)	-3	3	-1	7	4	-6	4	24
Cc1[nH]n(-c2ccccc2)c(=O)c1/C=N/NC(=O)c1cccc([N+](=O)[O-])c1	-6	-1	0	-32	0	9	56*	52*
COC(=O)Cc1c(C(=O)OC)nnn1-c1ccc(OC(F)(F)F)cc1	-6	0	2	-4	-11	-32	-5	12
CC(OC(=O)c1cccc([N+](=O)[O-])c1)C(=O)N1CCc2ccccc21 (configuration not stated)	-6	-3	3	6	0	-6	-7	4
CNC(=O)c1sccc1SCc1c(Cl)cccc1Cl	-2	2	0	6	-3	-6	5	14
CC(C)CCNC(=O)Cn1c(=O)oc2cc(S(=O)(=O)N3CCc4ccccc43)ccc21	-1	-1	-1	-2	-6	3	9	3
COc1cccc(CNC(=O)Cn2cc3c(n2)CCCC3)c1	-4	8	2	9	-2	-9	-5	3
Cc1c(C(=O)Oc2cccc3ccccc23)cnn1-c1ccccc1	-3	3	-1	4	-3	7	8	13

Further results:
canonical_smiles	A3G deaminase	SENP7 inh	SENP1 FRET inh	UBC13 polyUb	SENP8 block-2	SENP6 inh	Apaf1 inhib	SENP8 block-1
Cc1ccc(CCN2CC(C(=O)NCCCN3CCCCCC3)CC2=O)cc1 (configuration not stated)	0	-5	-4	22	-10	-2	15	37
O=C1NC(Cc2ccc(O)cc2)c2nc3ccccc3c(=O)n2-c2ccccc21 (configuration not stated)	-10	-3	/	5	-2	4	-3	/
C=CCNC(=O)COC(=O)CCC(=O)c1cccs1	-5	6	6	-6	2	0	-5	21
Cc1ccc(S(=O)(=O)N/N=C/c2ccccc2O)cc1	-7	1	2	2	8	21	-4	3
CCCCN(C(=O)c1ccc(COc2ccccc2)o1)c1c(N)n(CC(C)C)c(=O)[nH]c1=O	-4	-1	-2	-1	-5	-13	-2	-11
CCCC(NC(=O)COc1cc2c(c3oc(=O)cc(C)c13)CCC(C)(C)O2)C(=O)O (configuration not stated)	-3	5	1	7	0	0	6	-289
COCCNc1c2c(nc3ccccc13)CCC2	-5	-1	-1	3	-5	6	-5	-2
CCOC(=O)CSc1nnc(-c2cc(OC)c(OC)c(OC)c2)o1	-10	9	1	2	-1	-1	3	18
Cc1ccc(/C=N/NC(=O)CN2C(=O)CSc3ccccc32)o1	-4	-8	-2	2	3	-17	-13	5
Cc1nccn1Cc1cccc2ccccc12	0	6	0	8	-4	5	-1	6
NC(=S)Nc1ccccc1Br	-4	5	0	0	-7	-11	-3	-2
O=C(O)c1ccccc1C(=O)Nc1nccs1	-12	1	0	?	3	10	-11	36
O=C(c1ccccc1)c1c[nH]c(C(=O)NNc2ccccc2)c1	-3	3	1	3	9	3	8	23
O=C(NCC(=O)N1CCN(S(=O)(=O)c2ccccc2)CC1)c1ccc(Br)o1	-1	8	-2	2	-7	2	5	3
CCCN(CCC)CCNC(=O)c1cn(C)c(=O)c2c1c1ccccc1n2C	-3	7	-5	10	3	11	3	-293
COc1ccc(NC(=O)CSCC(=O)Nc2cccc3ncccc23)cc1	4	-10	-5	-6	-8	-19	-2	-29
CCN(CC(=O)Nc1c(F)cccc1F)C(=O)CCCNC(=O)c1ccc(Cl)cc1	8	2	2	1	-5	-10	2	-1
COc1ccc(CCNC(=O)CCCCCNc2nc(=S)[nH]c3ccccc23)cc1OC	-10	-5	2	-7	-9	-7	5	0
O=C(CN(C(=O)c1csnn1)c1cccc2c1CCCC2)NC1CCCC1	-3	2	1	-1	-7	-2	1	7
COc1ccc2[nH]c(C(=O)N(C)Cc3ccccc3)c(C)c2c1	-7	-7	2	-2	-11	-18	10	-71
Cn1cc(C(=O)N2CCc3ccccc32)cn1	-1	2	-1	0	-2	11	-3	-4
COc1cc(NC(=O)COC(=O)CCCC2=NS(=O)(=O)c3ccccc3N2)cc(OC)c1	-6	3	2	-1	-14	-19	-1	10
CC(CC(=O)O)Nc1ccccc1O (configuration not stated)	-2	10	3	2	9	9	4	10
CC(=O)c1cccc(NC(=O)CCNS(=O)(=O)c2cccc(C(C)=O)c2)c1	1	-6	1	8	-4	-28	1	28
Cc1nc2scc(C)n2c(=O)c1S(=O)(=O)N1CCN(c2ccccc2)CC1	-5	3	3	2	-8	-10	3	-15
COc1ccc(NC(=O)c2cccc(NC(=O)c3ccccc3)c2)c(OC)c1	-5	0	0	0	-9	-4	7	3
CC1=CCC2C(=O)N(c3cccc(C(=O)NC(C)c4ccccc4)c3)C(=O)C2C1 (configuration not stated)	-4	3	1	4	5	15	2	4

Among those listed so far, 4 have bromine:
canonical_smiles	A3G deaminase	SENP7 inh	SENP1 FRET inh	UBC13 polyUb	SENP8 block-2	SENP6 inh	Apaf1 inhib	SENP8 block-1
Cn1cc(Br)c(C(=O)NC2CCCCC2)n1	-7	2	3	6	-9	-6	-1	22
Cc1cccc(/C=N/NC(=O)c2ccccc2OCc2cccc(Br)c2)n1	-7	-7	-17	-2	-7	-27	26	11
NC(=S)Nc1ccccc1Br	-4	5	0	0	-7	-11	-3	-2
O=C(NCC(=O)N1CCN(S(=O)(=O)c2ccccc2)CC1)c1ccc(Br)o1	-1	8	-2	2	-7	2	5	3
